Screens (PubChem)
BH1578 lux ind: inducers of Vibrio cholerae quorum light production without autoinducers, primary screen, BH1578 luxS cqsA deficient, single point. V. cholerae BH1578 lux reporter, luminescence, 6 h. hit rate 0.16% among 350,000. AID 588436, 2011. activation, % at 18.7 µM; in the data active = activation mostly above about 9.7%, no sharp cut-off; also: not every result past the cut was called active; inactives centre near 0; reference of the scale not given here
Rv3671c inh: Rv3671c serine protease inhibitors, primary screen, biochemical, fluorescence polarization, M. tuberculosis H37Rv. hit rate 0.048% among 320,000. AID 2606, 2010. P9WHR9. inhibition, % at 5.96 µM; in the data active = inhibition above about 38%;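 also: extracellular domain of Rv3671c used as enzyme; 0% = enzyme with DMSO and 100% = no enzyme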
Target sequence (P9WHR9 whole entry, looked up, the tested form may be a part): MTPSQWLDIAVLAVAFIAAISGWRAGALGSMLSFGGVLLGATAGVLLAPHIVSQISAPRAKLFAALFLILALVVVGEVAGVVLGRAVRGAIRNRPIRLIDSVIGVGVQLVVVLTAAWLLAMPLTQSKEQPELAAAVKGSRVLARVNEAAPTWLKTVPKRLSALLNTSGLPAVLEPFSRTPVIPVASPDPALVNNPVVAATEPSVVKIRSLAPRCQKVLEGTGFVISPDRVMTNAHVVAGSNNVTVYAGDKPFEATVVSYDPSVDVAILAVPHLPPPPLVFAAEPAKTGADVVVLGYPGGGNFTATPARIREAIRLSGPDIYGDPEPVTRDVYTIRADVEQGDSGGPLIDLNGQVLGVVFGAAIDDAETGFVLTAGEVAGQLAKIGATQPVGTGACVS
PrPC surface inh: inhibitors of human cell surface prion protein PrPC, primary screen, cell-based, TR-FRET; AID 720596, 2013; hit rate 0.43% among 370,000; inhibition, % at 13.8 µM; TR-FRET read-out; in the data active = inhibition above about 24%; also: 0% = median of the test wells and 100% = reference compound wells
TcdB inh: TcdB glycohydrolase inhibitors, primary screen, biochemical, single point, plate reader | inhibition, % at 9.99 µM | hit rate 0.24% among 350,000 | Toxin B (Clostridioides difficile), P18177 | TcdB glycohydrolase enzymatic assay; in the data active = inhibition above about 10%
Y pestis TopoI: Yersinia pestis topoisomerase I inhibitors, primary screen, biochemical, cleavage product accumulation, plate reader, single point. DNA topoisomerase I (Yersinia pestis CO92). Y. pestis Topo-I cleavage product accumulation. activity, % at 10 µM. hit rate 0.064% among 360,000; in the data active = activity above about 50%, passing the limit was not always enough; also: inactives centre near 2
DUSP3 inh: VHR1 phosphatase inhibitors, primary screen, biochemical, absorbance, uHTS | recombinant VHR phosphatase, pNPP absorbance | hit rate 0.52% among 290,000 | Dual specificity protein phosphatase 3 (Homo sapiens), P51452 | inhibition, % at 13.3 µM | AID 1654, 2009; in the data active = inhibition above about 50%; also: some compounds called inactive have numbers as strong as hits
Target sequence (P51452 whole entry, looked up): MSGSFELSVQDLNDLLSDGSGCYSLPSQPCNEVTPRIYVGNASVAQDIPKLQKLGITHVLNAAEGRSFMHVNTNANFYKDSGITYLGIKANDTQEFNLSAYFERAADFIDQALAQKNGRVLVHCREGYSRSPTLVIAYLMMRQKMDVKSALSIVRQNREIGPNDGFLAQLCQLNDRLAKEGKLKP
SARS 3CLpro inh: SARS-CoV 3CLpro protease inhibitors, primary screen, biochemical, quenched FRET; AID 1706, 2009; recombinant SARS-CoV 3CLpro, quenched FRET peptide cleavage; Replicase polyprotein 1ab (Severe acute respiratory syndrome coronavirus), P0C6X7; inhibition, % at 6 µM; hit rate 0.14% among 290,000; in the data active = inhibition above about 12%
CCHFV vOTU inh: CCHFV vOTU protease inhibitors, primary screen, biochemical, Pep-AMC substrate, fluorescence; Crimean-Congo hemorrhagic fever virus L polyprotein viral ovarian tumor (vOTU) protease …; inhibition, % at 11.5 µM; AID 651958, 2012; hit rate 0.55% among 370,000; in the data active = inhibition above about 30%; also: 0% = vehicle wells with enzyme and 100% = no enzyme wells
MazEF act: activators of E. coli MazEF toxin-antitoxin RNase, primary screen, biochemical, fluorescence, uHTS; hit rate 0.32% among 350,000; activation, % at 20 µM; Endoribonuclease toxin MazF (Escherichia coli (strain K12)), P0AE70; FAM/BHQ RNA-DNA oligo cleavage fluorescence, 5 h; in the data active = activation above about 50%
Target sequence (P0AE70 whole entry, looked up): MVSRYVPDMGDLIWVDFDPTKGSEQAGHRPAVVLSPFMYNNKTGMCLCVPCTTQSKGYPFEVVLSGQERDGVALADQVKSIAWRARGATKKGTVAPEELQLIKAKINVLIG
SSB-PriA inh: inhibitors of Klebsiella pneumoniae PriA binding to SSB C-terminal tail, primary screen, biochemical, AlphaScreen | PriA–SSB C-terminal tail interaction (Klebsiella pneumoniae) | AlphaScreen SSBct-PriA binding, biotinylated peptide | inhibition, % at 33 µM | hit rate 0.6% among 430,000 | AID 1272365, 2023; in the data active = inhibition mostly above about 37%, no sharp cut-off; inactive = mostly below about 20%;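 also: plate controls were negative control peptide for no effect and reference peptide for full effect; strong numbers were not always called active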
The depositor's hits bear a star; i = inactive; · = not tested or not shown; & = joins results of further samples.

1	O=C(CCC(=O)c1cccs1)NNC(=O)c1ccc(Cl)cc1
2	COc1cccc(C(=O)CC(C(=O)O)c2ccc(Cl)cc2)c1 (configuration not stated)
3	O=c1[nH]c2c(c(=O)[nH]1)CCCCCC2
4	COc1ccc([C@H]2CN(c3ccc(OC)cc3)C(=O)[C@@H]2CC(=O)Nc2ccc(Br)cc2)cc1
5	Cc1ccc2ncc(NC(=O)c3ccc(F)cc3)c(=O)n2c1
6	CCc1ccc(N/C(SCc2ccccc2C)=C(/C#N)C(=O)NCc2ccco2)cc1
7	C[n+]1ccc(/C=C/c2cccs2)cc1
8	Cc1[nH]nc2c1C(=O)CC(C)(C)C2

entry no.,1,2,3,4,5,6,7,8
BH1578 lux ind,i,-0.3,-15,-0.5,i,-12,i,-0.6
Rv3671c inh,0,-3,·,·,0,-17,3,-1
PrPC surface inh,5,3,10,-6,-6,9,-29,-2
TcdB inh,-1.1,-2.2,0.5,1.1,·,·,0.1,·
Y pestis TopoI,4,-6,0,9,1,22,9,-1
DUSP3 inh,·,32,·,·,16,16,10,-5
SARS 3CLpro inh,·,-7,·,·,-2,10,-2,-2
CCHFV vOTU inh,-8,9,-6,5,4,9,-6,3
MazEF act,-1,8,2,-1,-3,5,5,6
SSB-PriA inh,-4,-16,10,·,-3&-13,-7,-5,9&-4

9	O=C(CN1C(=O)COc2ccccc2C1=O)c1ccc2c(c1)OCCO2
10	CC1Cc2ccccc2N1S(=O)(=O)c1cccc(C(=O)N2CCN(c3ncccn3)CC2)c1 (configuration not stated)
11	COc1ccc(C(=O)C2CC2c2ccc3c(c2)OCO3)cc1 (configuration not stated)
12	Cc1c(C#N)c(O)n(CCO)c(=O)c1N=Nc1ccc(S(N)(=O)=O)cc1
13	CCC(C(=O)OCC(=O)Nc1cc(OC)ccc1OC)c1ccccc1 (configuration not stated)
14	O=C(Cn1nc([N+](=O)[O-])nc1Br)NC1CCCCC1
15	CCN(CC)CCOC(=O)c1ccc(NC(=O)CCNC(=O)Cn2ccc3ccccc3c2=O)cc1
16	CN(Cc1ccccc1)C(=O)C1CCCN(Cc2ccc(Cl)cc2)C1 (configuration not stated)

entry no.,9,10,11,12,13,14,15,16
BH1578 lux ind,-0.5,i,-0.2,-0.6,-0.4,0.6,-0.7,-0.1
Rv3671c inh,-2,-8,-2,-7,2,4,-4,1
PrPC surface inh,-3,10,9,-53,8,-7,5,2
TcdB inh,0.8,2.1,-2.5,-3.4,0.2,-6.1,2.0,·
Y pestis TopoI,6,21,-2,-2,8,0,-5,6
DUSP3 inh,-37,22,2,-10,24,31,0,6
SARS 3CLpro inh,1,-4,7,-1,-1,-3,-3,-1
CCHFV vOTU inh,8,1,7,22,-2,-10,11,11
MazEF act,-3,-22,-2,13,0,2,-6,-16
SSB-PriA inh,-6,6,-7,-16,-10,0,-19,-8

17	CN(C)CCN(C(=O)c1ccc(C(=O)c2ccccc2)cc1)c1nc2cc3c(cc2s1)OCCO3
18	Cc1cccc(NC(=O)c2cn(-c3ccccc3)nc2-c2ccccc2)c1
19	CCCCN1C(=O)C(CC(=O)NC(c2ccccc2)c2ccccc2)CC(C(=O)N(C)C)=C1C (configuration not stated)
20	CCOC(=O)CN1C(=O)N(CC)C(C)=C(C(=O)OC)[C@@H]1c1ccccc1
21	CCCCS(=O)(=O)NC1=NCN(Cc2ccco2)CN1
22	COC(=O)C1(C(=O)OC)NOC2C(=O)N(c3ccc(Cl)cc3Cl)C(=O)C21 (configuration not stated)
23	COc1ccc(C(=O)NC(=S)Nc2ccc3oc(=O)ccc3c2)cc1OC
24	Cc1cc(C)n(C(CC(=O)N2CCc3ccccc3C2)C(=O)O)n1 (configuration not stated)

entry no.,17,18,19,20,21,22,23,24
BH1578 lux ind,i,i,1.0,-0.3,i,-0.2,0.5,-1.8
Rv3671c inh,-3,-45,·,6,-6,2,-4,-4
PrPC surface inh,-4,-5,-6,1,4,2,1,2
TcdB inh,-0.5,·,0.7,0.5,·,·,0.3,·
Y pestis TopoI,17,2,25,-5,-1,5,4,2
DUSP3 inh,24,0,·,15,8,20,-4,29
SARS 3CLpro inh,-5,1,·,·,-5,1,-10,0
CCHFV vOTU inh,1,-8,-3,4,13,11,4,12
MazEF act,-1,-1,6,6,-2,2,-4,-12
SSB-PriA inh,49*,-22,·,-1,-3,7,-5,-4

3 entries out of the list, ordered by length of the SMILES, descending.
22	COC(=O)C1(C(=O)OC)NOC2C(=O)N(c3ccc(Cl)cc3Cl)C(=O)C21 (configuration not stated)
23	COc1ccc(C(=O)NC(=S)Nc2ccc3oc(=O)ccc3c2)cc1OC
24	Cc1cc(C)n(C(CC(=O)N2CCc3ccccc3C2)C(=O)O)n1 (configuration not stated)

entry no.,22,23,24
BH1578 lux ind,-0.2,0.5,-1.8
Rv3671c inh,2,-4,-4
PrPC surface inh,2,1,2
TcdB inh,·,0.3,·
Y pestis TopoI,5,4,2
DUSP3 inh,20,-4,29
SARS 3CLpro inh,1,-10,0
CCHFV vOTU inh,11,4,12
MazEF act,2,-4,-12
SSB-PriA inh,7,-5,-4

The results go on.
25	O=C(CC1SC(=O)N(c2ccccc2)C1=O)Nc1ccc(Br)cc1 (configuration not stated)
26	COCCNS(=O)(=O)c1ccc(F)c(OC)c1
27	COc1ccccc1C(=O)N/C(=C\c1cn(C)c2ccccc12)C(=O)NCCCN1CCOCC1
28	O=C(NCCc1ccccn1)c1nc(Cn2cc(Br)cn2)no1
29	COC(=O)CC(c1ccc(C(C)C)cc1)n1cccc1 (configuration not stated)
30	Cc1cccc(NC(=O)CNC(=O)Cc2ccc(S(=O)(=O)N3CCOCC3)s2)c1C
31	COC(=O)c1ccc(COc2ncnc3c(Cl)cc(Cl)cc23)o1
32	Cc1nc2nc[nH]n2c(=O)c1C/C=C/c1ccccc1

entry no.,25,26,27,28,29,30,31,32
BH1578 lux ind,-0.4,0.6,i,-1.0,-0.4,i,i,-0.1
Rv3671c inh,-3,5,-7,3,-1,-12,-14,-3
PrPC surface inh,6,2,-8,0,-5,1,0,9
TcdB inh,0.4,·,-1.4,-4.6,6.2,0.8,·,-2.7
Y pestis TopoI,-2,-3,-7,7,16,5,6,0
DUSP3 inh,5,31,57*,6,9,·,23,6
SARS 3CLpro inh,5,5,-2,2,-3,·,-4,3
CCHFV vOTU inh,7,2,11,7,8,8,-9,5
MazEF act,-5,11,3,11,1,3,5,4
SSB-PriA inh,-24,3&-12,-17,-7,-12,-17,7,-5

33	COC(=O)C1=C(C)Nc2c(c(=O)n(C)c(=O)n2C)C1c1ccc(Cl)cc1 (configuration not stated)
34	Cc1ccc(/C=N/n2c(-c3ccc(Cl)cc3)n[nH]c2=S)o1
35	CC(C)CC(NC(=O)C(CC(C)C)NC(=O)C(Cc1ccc(OCc2ccccc2)cc1)NC(=O)OC(C)(C)C)C(N)=O (configuration not stated)
36	Cc1ccc(N=Nc2c(N)[nH]n3c(=O)cc(-c4ccccc4)nc23)cc1
37	O=C(Nc1ccc(Oc2cccnc2)cc1)c1ccccc1F
38	CC(C)(C)OC(=O)N[C@@H](C(=O)OC(C)(C)C)c1ccccc1
39	CC1CCCN(S(=O)(=O)c2ccc(S(=O)(=O)NC(C)c3cccs3)cc2)C1 (configuration not stated)
40	CCOC(=O)c1c(C)c(C(=O)NCCN2CCOCC2)c(C)n1C

entry no.,33,34,35,36,37,38,39,40
BH1578 lux ind,0.3,-1.3,-0.2,32*,i,-1.0,8.8,i
Rv3671c inh,2,6,4,3,12,8,-11,4
PrPC surface inh,-5,-6,-2,-8,8,3,5,·
TcdB inh,·,0.5,1.7,·,·,-0.2,·,1.3
Y pestis TopoI,1,-2,-7,-10,10,6,15,3
DUSP3 inh,45,0,-19,30,32,·,-9,-1
SARS 3CLpro inh,4,3,4,-2,3,·,3,-5
CCHFV vOTU inh,9,5,0,4,-2,23,17,·
MazEF act,9,4,-22,6,9,1,1,0
SSB-PriA inh,-12,·,-18,1,-8,-11,-10,3

41	CCC1Nc2ncnc(N3CCCCC3)c2N(Cc2ccc(Br)cc2)C1=O (configuration not stated)
42	Oc1oc(-c2ccc(Br)cc2)nc1C=Nc1ccc(Br)cn1
43	CCN(C(=O)COC(=O)c1c(NC(C)=O)sc(C)c1C)c1c(N)n(Cc2ccccc2)c(=O)[nH]c1=O
44	CCN(CC(=O)NCc1cccs1)CC(=O)Nc1c(Cl)ccc(C)c1Cl
45	Cc1ccc2nc(-c3ccc(NC(=S)NCC(C)(C)CN(C)C)cc3)sc2c1
46	CN(C(=O)c1c[nH]c(=O)cc1C(F)(F)F)c1ccc(Cl)cc1
47	CC(=O)N1c2ccc(S(=O)(=O)NCC3CCC(C(=O)NCc4ccccc4)CC3)cc2CC1C (configuration not stated)
48	COc1ccc(-c2cc(C(F)(F)F)nc(S(C)(=O)=O)n2)cc1

entry no.,41,42,43,44,45,46,47,48
BH1578 lux ind,-0.4,i,2.8,-2.0,-0.3,-0.3,-3.1,-1.4
Rv3671c inh,-11,2,·,4,·,-3,-7,-9
PrPC surface inh,4,-3,-2,4,0,7,-5,14
TcdB inh,-0.1,1.7,-0.1,1.3,1.9,2.2,0.1,·
Y pestis TopoI,3,3,5,9,-4,-3,25,10
DUSP3 inh,·,10,·,·,·,-11,14,10
SARS 3CLpro inh,·,3,·,·,·,0,1,1
CCHFV vOTU inh,-11,9,-12,-7,-48,-1,6,25
MazEF act,3,-14,1,-9,-5,10,15,0
SSB-PriA inh,8,-18,-1,0,8,-5,-2,-3

49	CNc1ncnc2c1ncn2[C@H]1CN(Cc2ccc(-c3ccccc3)cc2)C[C@@H](CO)O1
50	C=C1CCN([C@H](C(=O)NCc2ccc(Cl)c(Cl)c2)C(C)C)S(=O)(=O)c2ccccc21
51	CN(C(=O)COC(=O)c1cc(NS(=O)(=O)c2cc([N+](=O)[O-])ccc2Cl)ccc1O)C1CCCCC1
52	Cc1cc(C(=O)COC(=O)CNC(=O)c2ccccc2)c(C)n1CC1CCCO1 (configuration not stated)
53	COc1ccc(O)c(CNc2ccccc2F)c1
54	O=C(Nc1ncccc1O)c1ccc(S(=O)(=O)N2CCCC2)cc1
55	CC(=O)N1C(=O)c2cccc3cccc(c23)C(=O)N1C(C)=O

entry no.,49,50,51,52,53,54,55
BH1578 lux ind,-0.2,10,-0.2,-0.5,-0.5,i,·
Rv3671c inh,·,-15,-1,0,-1,3,2
PrPC surface inh,0,0,-12,8,-2,1,·
TcdB inh,1.0,0.8,·,1.3,1.9,-4.7,·
Y pestis TopoI,32,17,23,2,-3,-1,·
DUSP3 inh,·,26,-7,14,-21,·,-13
SARS 3CLpro inh,·,·,2,3,4,·,3
CCHFV vOTU inh,-8,-1,-3,-12,-8,26,·
MazEF act,·,0,-4,0,0,2,-2
SSB-PriA inh,·,-19,-4,-6,14,4,-14

Limited to BH1578 lux ind and Rv3671c inh (5 entries from above):
no.	smiles	BH1578 lux ind	Rv3671c inh
1	O=C(CCC(=O)c1cccs1)NNC(=O)c1ccc(Cl)cc1	i	0
2	COc1cccc(C(=O)CC(C(=O)O)c2ccc(Cl)cc2)c1 (configuration not stated)	-0.3	-3
3	O=c1[nH]c2c(c(=O)[nH]1)CCCCCC2	-15	·
4	COc1ccc([C@H]2CN(c3ccc(OC)cc3)C(=O)[C@@H]2CC(=O)Nc2ccc(Br)cc2)cc1	-0.5	·
5	Cc1ccc2ncc(NC(=O)c3ccc(F)cc3)c(=O)n2c1	i	0

Not all compounds are listed (hit frequency here may not be typical).
